# Tn6 DDE FP – inhibitors of Tn6 peptide binding to fibrin DD(E), primary screen, biochemical, fluorescence polarization, human fibrin, Tn6 probe. Fibrin DD(E) TRITC-Tn6 fluorescence polarization displacement. Fibrinogen beta chain (Homo sapiens), P02675. 370,000 tested, 0.21% active. inhibition, % at 8.3 µM. AID 720509, 2013;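 active = inhibition above a per-campaign cutoff: mean of compounds within control limits plus 3 SD, cut at about 15% in these data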;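 note: 0% = median of all compound wells on the plate and 100% = blocking peptide control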
# Target sequence (P02675 whole entry, looked up): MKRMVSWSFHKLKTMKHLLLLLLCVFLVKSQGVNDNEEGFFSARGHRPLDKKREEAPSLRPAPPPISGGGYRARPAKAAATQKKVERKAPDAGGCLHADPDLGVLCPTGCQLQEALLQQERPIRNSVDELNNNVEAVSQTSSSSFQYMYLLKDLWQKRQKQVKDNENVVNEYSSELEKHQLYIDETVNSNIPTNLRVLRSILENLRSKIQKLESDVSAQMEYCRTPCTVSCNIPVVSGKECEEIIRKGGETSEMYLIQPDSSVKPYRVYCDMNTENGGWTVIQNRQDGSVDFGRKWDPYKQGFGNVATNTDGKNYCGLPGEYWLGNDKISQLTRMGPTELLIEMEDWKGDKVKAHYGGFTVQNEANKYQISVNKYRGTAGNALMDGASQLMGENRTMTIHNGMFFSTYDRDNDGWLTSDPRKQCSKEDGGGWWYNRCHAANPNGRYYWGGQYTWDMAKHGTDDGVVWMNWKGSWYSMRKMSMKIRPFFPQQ
# ASAP1 inh – inhibitors of human ASAP1 ArfGAP activity, primary screen, biochemical, fluorescence polarization. inhibition, % at 16.5 µM. AID 624377, 2012. ASAP1-stimulated ARF1 GTP hydrolysis, GDP FP detection. Arf-GAP with SH3 domain, ANK repeat and PH domain-containing protein 1 (Homo sapiens), …. 360,000 tested, 0.19% active; in the data active = inhibition above about 25%;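 note: 0% = vehicle with enzyme and substrate and 100% = no enzyme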
# GC-A act – GC-A stimulated cGMP production enhancers – HEK293 GC-A cells, cGMP TR-FRET, EC30 ANP, primary screen | 0% at EC30 ANP, 100% saturating ANP | activation, % at 10 µM | 370,000 tested, 0.14% active | AID 1671463, 2021; in the data active = activation above about 40%
# GAA850 FXN act – FXN promoter activators, primary screen, cell-based, luciferase luminescence, HEK293 lucGAA850 | HEK293 lucGAA850 FXN promoter luciferase reporter, 24 h; percent of 10 µM SAHA response | activation, % at 6 µM | 360,000 tested, 0.56% active;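 active = activation above the average of all compounds screened plus 3 SD, cutoff fixed separately per campaign, cut at about 7.5% in these data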;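 note: 0% = DMSO wells and 100% = 10 µM SAHA wells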
# HGIII-sPLA2 inh – human group III sPLA2 inhibitors, primary screen, biochemical, QFRET, BODIPY PC-A2 liposome substrate. 370,000 tested, 0.56% active. QFRET BODIPY PC-A2 liposome hydrolysis, fluorescence. Group 3 secretory phospholipase A2 (Homo sapiens), Q9NZ20. inhibition, % at 12.2 µM;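 active = inhibition above mean plus 3 SD of compounds lying within the high and low control bounds, cut at about 19% in these data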;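 note: 0% = median of test compound wells and 100% = no enzyme DMSO wells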
# ARFGAP1 inhibitor – inhibitors of rat ARFGAP1 GAP activity, primary screen, biochemical, fluorescence polarization, GDP tracer; ADP-ribosylation factor GTPase-activating protein 1 (Rattus norvegicus), Q62848; inhibition, % at 16.5 µM; 360,000 tested, 0.26% active; Arfgap1-stimulated ARF1 GTP hydrolysis, GDP FP detection;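 active = inhibition above a per-plate limit, mean inhibition of low control wells plus 3 SD, cut at about 25% in these data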;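 note: 0% = DMSO wells with enzyme and 100% = wells lacking Arfgap1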
#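 Repeats: one replicate per compound; assay system: rat Arfgap1 catalytic domain, aa 1-136; times: enzyme reaction 120 min at 25 °C after 20 min preincubation; detection: FP of antibody-bound GDP Alexa 633 tracer, ex 620/em 688 nm; benchmarks: high control wells lacking Arfgap1, low control full reaction with DMSO; reagent: human ARF1(Δ1-17)-GTP substrate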
# NPR2 activator – human GC-B receptor activators, primary screen, HEK293 GC-B cells, cGMP TR-FRET, EC30 CNP. 0% at EC30 CNP, 100% saturating CNP. Atrial natriuretic peptide receptor 2 (Homo sapiens), P20594. 370,000 tested, 0.11% active. activation, % at 10 µM;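 active = activation at 10 µM reaching about 35% in either raw or pattern-adjusted values, limit read from the data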
# proKLK7 act – proKLK7 zymogen activators, primary screen, biochemical, fluorescence intensity; 370,000 tested, 0.9% active; activation, % at 7 µM; purified proKLK7, EDANS-DABCYL substrate fluorescence; 100% is mature enzyme control, 0% vehicle;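 active = activation above the mean of all tested compounds plus 3 SD, computed per campaign excluding outliers beyond control limits, cut at about 13% in these data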
# ADAM10 inh – human ADAM10 inhibitors, primary screen, biochemical, QFRET, HTS | recombinant ADAM10, EDANS/DABCYL FRET peptide cleavage, 3 h | 370,000 tested, 0.62% active | inhibition, % at 7 µM | Disintegrin and metalloproteinase domain-containing protein 10 (Homo sapiens), O14672;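 active = inhibition above a per-campaign cutoff equal to the mean of compounds falling between control-based bounds plus 3 SD, cut at about 20% in these data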;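 note: 0% = DMSO wells while the 100% control is not disclosed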
# Target sequence (O14672 214-748 limits assumed): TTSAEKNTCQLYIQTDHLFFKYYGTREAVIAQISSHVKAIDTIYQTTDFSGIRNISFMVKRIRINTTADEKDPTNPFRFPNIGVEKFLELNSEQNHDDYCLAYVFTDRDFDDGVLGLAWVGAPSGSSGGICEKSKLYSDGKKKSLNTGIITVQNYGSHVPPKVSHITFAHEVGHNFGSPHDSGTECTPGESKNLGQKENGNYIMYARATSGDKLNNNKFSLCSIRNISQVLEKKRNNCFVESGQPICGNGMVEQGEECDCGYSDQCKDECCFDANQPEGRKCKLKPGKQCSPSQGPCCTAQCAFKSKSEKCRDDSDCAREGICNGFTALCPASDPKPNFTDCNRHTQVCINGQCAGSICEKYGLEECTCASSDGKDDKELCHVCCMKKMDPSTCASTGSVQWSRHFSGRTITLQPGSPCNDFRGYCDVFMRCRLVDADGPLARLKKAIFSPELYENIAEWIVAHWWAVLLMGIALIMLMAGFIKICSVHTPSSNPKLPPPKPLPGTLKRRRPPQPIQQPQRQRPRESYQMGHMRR
# rCAG RNA binder – binders of r(CAG) RNA repeats, primary screen, biochemical, fluorescence | r(CAG) RNA repeat, TO-PRO-1 dye displacement fluorescence | inhibition, % at 3 µM | 370,000 tested, 1.3% active | AID 651821, 2012;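 active = inhibition above the plate cutoff, the mean of all test compounds on that plate plus 3 SD, cut at about 35% in these data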;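 note: 0% = DMSO alone and 100% = 100 µM mitoxantrone as full dye displacement; higher means more dye released from RNA so lower well fluorescence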
# * = called active by the depositor; i = inactive. Outcome played no part in choosing rows (roughly 4.5% active in at least one column).
SMILES,Tn6 DDE FP,ASAP1 inh,GC-A act,GAA850 FXN act,HGIII-sPLA2 inh,ARFGAP1 inhibitor,NPR2 activator,proKLK7 act,ADAM10 inh,rCAG RNA binder
Cc1cnc(=O)[nH]c1SCc1ccc([N+](=O)[O-])cc1,7,3,2,0.9,-1,-8,-8,0.5,2,3
Cc1cccc(C(=O)Nc2scc(-c3ccc(Br)cc3)c2C(=O)O)c1,-2,-8,0,-0.7,-5,-8,0,0.5,-5,6
CCCc1nn(-c2ccccc2)c2c1C(c1cccs1)C(C#N)=C(N)O2 (configuration not stated),4,-2,0,0.6,10,1,6,0.1,0,7
CN(C)c1ccc(/C=N/NC(=O)C2CC2c2ccccc2)cc1 (configuration not stated),-9,7,1,-0.2,-4,12,1,-4.1,i,2
CCC(=O)Nc1c(S(=O)(=O)c2ccc(C)cc2)c2nc3ccccc3nc2n1C(C)c1ccccc1 (configuration not stated),2,0,-4,-0.5,-26,-1,2,-69,-262,13
NC(=O)CSc1nc2ccccc2c(=O)n1Cc1ccco1,3,-15,-5,1.1,1,-10,-16,0.3,4,-1
O=C(Nc1ccccc1C(F)(F)F)c1ccccc1Br,-5,1,-1,2.5,-6,-1,-2,0.1,1,-1
O=S(=O)(NC1CCCC1)c1ccc(S(=O)(=O)N2CCN(c3ccccc3)CC2)cc1,-10,4,0,1.0,-2,2,2,-0.1,5,-1
COC(=O)/C(=C1\Oc2ccc(C(C)(C)C)cc2S1)C(F)(F)F,-2,-5,5,-0.5,1,6,4,-0.9,2,1
CC(O)CSc1nc2c(c(=O)[nH]c(=O)n2C)n1Cc1ccccc1Cl (configuration not stated),11,2,2,1.5,-1,-14,10,0.5,9,0
Cc1ccc(C(=O)Nc2ccc(NC(=O)c3ccco3)c(C)c2)cc1,2,0,3,1.8,2,-12,-3,0.0,-2,-1
CCOC(=O)C(NC(C)=O)(Nc1ccc(S(N)(=O)=O)cc1)C(F)(F)F (configuration not stated),5,-13,-1,-0.2,-2,3,2,0.1,-4,1
CC(C)Cn1cnc2c1c(=O)n(CC(=O)O)c(=O)n2Cc1ccccc1,3,-10,0,1.8,0,-4,-3,-0.2,-5,3
Cc1c(O)ccc2c(CC(=O)N[C@@H](Cc3ccc(O)cc3)C(=O)O)cc(=O)oc12,-4,2,8,3.5,-3,6,2,39*,i,4
OC(CNC1CCCc2ccccc21)COc1c(Cl)cccc1Cl (configuration not stated),4,10,-12,-2.2,-7,3,-13,-0.2,0,1
Nc1ccccc1SCC(=O)Nc1ccc2c(c1)OCCO2,-3,-5,-3,1.8,3,-8,0,-0.3,-2,2
Cc1c(C(=O)NC(=S)N(Cc2ccccc2)c2ccccn2)cccc1[N+](=O)[O-],6,-5,0,-2.4,10,-10,0,0.1,-15,2
Cc1ccc(NC(=O)CN2C(=O)S/C(=C/c3ccc(O)c([N+](=O)[O-])c3)C2=O)cc1C,-2,-7,-11,0.0,-9,1,-9,-0.4,3,94*
COc1ccc(N(CC(=O)Nc2ccc3c(c2)OCO3)S(=O)(=O)c2ccc(C)cc2)cc1OC,-3,-9,-4,1.7,-11,-4,-2,0.1,0,2
FC(F)(F)c1cc(-c2cccs2)n[nH]1,4,-3,4,-0.8,-4,2,-2,-0.8,-5,-1
COc1cc(NC(=O)c2ccc(-c3c(C)noc3C)c3ccoc23)cc(OC)c1OC,-4,18,18,-1.2,0,14,20,-0.2,-7,0
CCOc1cc(C(=S)N2CCOCC2)ccc1OS(=O)(=O)c1ccc(OC)cc1,-2,10,-3,-0.8,-1,0,2,0.1,3,-4
CSCCC(NC(N)=O)C(=O)N(C)CC(=O)Nc1ccc(C)cc1 (configuration not stated),5,16,1,0.8,-3,-4,2,0.4,4,-1
CS(=O)(=O)c1nc(S(=O)(=O)c2ccc(Cl)cc2)c(NCCCn2ccnc2)s1,5,-17,-1,-0.3,-1,-4,-1,0.3,6,1

# An excerpt of these results, with bars between the fields:
compound | Tn6 DDE FP | ASAP1 inh | GC-A act | GAA850 FXN act | HGIII-sPLA2 inh | ARFGAP1 inhibitor | NPR2 activator | proKLK7 act | ADAM10 inh | rCAG RNA binder
CCCc1nn(-c2ccccc2)c2c1C(c1cccs1)C(C#N)=C(N)O2 (configuration not stated) | 4 | -2 | 0 | 0.6 | 10 | 1 | 6 | 0.1 | 0 | 7
CN(C)c1ccc(/C=N/NC(=O)C2CC2c2ccccc2)cc1 (configuration not stated) | -9 | 7 | 1 | -0.2 | -4 | 12 | 1 | -4.1 | i | 2
CCC(=O)Nc1c(S(=O)(=O)c2ccc(C)cc2)c2nc3ccccc3nc2n1C(C)c1ccccc1 (configuration not stated) | 2 | 0 | -4 | -0.5 | -26 | -1 | 2 | -69 | -262 | 13
NC(=O)CSc1nc2ccccc2c(=O)n1Cc1ccco1 | 3 | -15 | -5 | 1.1 | 1 | -10 | -16 | 0.3 | 4 | -1
O=C(Nc1ccccc1C(F)(F)F)c1ccccc1Br | -5 | 1 | -1 | 2.5 | -6 | -1 | -2 | 0.1 | 1 | -1
O=S(=O)(NC1CCCC1)c1ccc(S(=O)(=O)N2CCN(c3ccccc3)CC2)cc1 | -10 | 4 | 0 | 1.0 | -2 | 2 | 2 | -0.1 | 5 | -1
COC(=O)/C(=C1\Oc2ccc(C(C)(C)C)cc2S1)C(F)(F)F | -2 | -5 | 5 | -0.5 | 1 | 6 | 4 | -0.9 | 2 | 1
CC(O)CSc1nc2c(c(=O)[nH]c(=O)n2C)n1Cc1ccccc1Cl (configuration not stated) | 11 | 2 | 2 | 1.5 | -1 | -14 | 10 | 0.5 | 9 | 0
Cc1ccc(C(=O)Nc2ccc(NC(=O)c3ccco3)c(C)c2)cc1 | 2 | 0 | 3 | 1.8 | 2 | -12 | -3 | 0.0 | -2 | -1
CCOC(=O)C(NC(C)=O)(Nc1ccc(S(N)(=O)=O)cc1)C(F)(F)F (configuration not stated) | 5 | -13 | -1 | -0.2 | -2 | 3 | 2 | 0.1 | -4 | 1
CC(C)Cn1cnc2c1c(=O)n(CC(=O)O)c(=O)n2Cc1ccccc1 | 3 | -10 | 0 | 1.8 | 0 | -4 | -3 | -0.2 | -5 | 3

# Additional entries.
SMILES,Tn6 DDE FP,ASAP1 inh,GC-A act,GAA850 FXN act,HGIII-sPLA2 inh,ARFGAP1 inhibitor,NPR2 activator,proKLK7 act,ADAM10 inh,rCAG RNA binder
Fc1cccc(Cl)c1CSc1nnc2ccccn12,-4,13,2,1.3,2,1,-2,0.2,-3,-2
CC(NC(=O)[C@H](Cc1c[nH]c2ccccc12)NC(=O)[C@@H]1Cc2ccccc2CN1)c1ccccc1 (some centres not stated),12,5,-4,-2.2,-7,-6,-2,-0.1,-10,0
Cc1nn(Cc2ccccc2Cl)c2sc(C(=O)Nc3ccccc3N3CCOCC3)cc12,-1,-1,19,-3.3,6,-8,17,0.0,-3,-1
O=C(CCC1N=C2c3ccccc3N=C(SCc3ccccc3Cl)N2C1=O)NCc1ccco1 (configuration not stated),0,8,-6,-0.3,-23,0,1,0.2,-66,0
COc1ccc(NC(=S)N(CCCN2CCOCC2)Cc2ccccn2)cc1,1,7,-4,0.4,-2,-6,-7,0.3,-8,-5
O=C(O)c1cccc(NC(=O)c2ccc3c(c2)C(=O)N(Cc2ccco2)C3=O)c1,2,-3,-1,-0.8,-8,-15,5,0.2,-2,17
CC(C)(C)c1nc(SCC(=O)N2CC(=O)Nc3ccccc32)c2ccccc2n1,10,1,-12,-1.8,-1,-9,-2,-0.9,-5,-4
Cc1nn(Cc2cccc(C(=O)N3CCCC(C)C3)c2)c(C)c1[N+](=O)[O-] (configuration not stated),-2,2,1,0.8,16,-4,2,-0.3,-2,-10
O=C1CC(N2CCN(Cc3ccccc3)CC2)C(=O)N1CCc1ccccc1 (configuration not stated),3,-7,0,-1.3,-7,10,4,-0.4,2,-2
COc1ccc(S(=O)(=O)N2CCN(CC(=O)Nc3cc(OC)cc(OC)c3)CC2)cc1,-1,-7,-2,-1.5,-4,-4,-4,0.6,-1,-3
COc1ccc(NC(=O)C2CCN(S(C)(=O)=O)CC2)cc1,2,-2,1,-3.1,4,-2,5,-0.1,1,-4
CC(c1nnc(SCC(=O)N(C)C2CCS(=O)(=O)C2)n1-c1ccccc1)N(C)C (configuration not stated),-9,-4,1,-0.4,3,-5,4,0.7,-3,-1
Cc1nn(Cc2ccccc2Cl)c(C)c1NC(=O)Cn1nc([N+](=O)[O-])c(Cl)c1C,-7,5,3,0.3,4,1,2,0.3,7,-2
COc1ccc(CCNC(=O)C(C)c2ccc([N+](=O)[O-])cc2)cc1 (configuration not stated),3,6,0,3.7,-4,5,-3,0.1,5,-4
O=C1NC(=Nc2cccc(O)c2)S/C1=C\c1cccc([N+](=O)[O-])c1,2,16,-3,0.7,-22,2,-3,-0.7,15,47*
Cc1noc(C)c1NC(=O)Nc1cccc2c1O[C@H](CN(C)C(=O)Nc1ccc(C(F)(F)F)cc1)[C@@H](C)CN([C@H](C)CO)C2=O,-2,1,-1,-0.3,-3,-3,4,0.5,-6,0
O=C(NCCc1cccc(F)c1)C1CCC(=O)N(CCCc2ccccc2)C1 (configuration not stated),2,-9,2,1.8,-1,11,2,-0.1,-7,-6
COc1ccc(-c2[nH]ncc2CN(C)C(C)c2cccs2)c(F)c1 (configuration not stated),-5,-12,-5,3.2,-2,1,-1,-1.3,9,-3
CN(C)C(=O)CSc1nnc(-c2ccc(S(=O)(=O)N3CCCC3)cc2)n1C,1,-9,4,1.2,1,-4,-1,0.8,-3,-2
CCc1nc2c(OCC(=O)C(C)(C)C)cccn2c1N(C)C(=O)c1ccco1,2,1,0,-2.5,6,7,9,0.7,-20,-1
Cc1noc(C(=O)Nc2c(C)nn(Cc3ccccc3)c2C)c1Cl,0,2,0,0.1,-1,17,-2,0.3,-9,0
Cc1nn(CC2CC2)c(=O)n1-c1ccccc1,-13,-3,-3,0.1,9,6,0,-0.2,-2,-1
CC(=O)Nc1ccc(NC(=O)C(C)OC(=O)C2(c3ccc(Cl)cc3)CCCC2)cc1 (configuration not stated),-14,15,-17,1.0,3,10,2,-0.6,10,6
Cc1nnc(SCC(=O)Nc2ccc(C(N)=O)cc2)n1-c1ccccc1,5,-1,0,2.1,-3,8,-5,-0.4,-2,0
O=C(Nc1ccc2c(c1)OCCO2)c1cnc2n(c1=O)CCS2,3,4,1,0.2,3,-1,4,-0.1,-7,-1

# High-throughput results deposited in PubChem by several laboratories.
